PPC-1+TRAIL kill = kills PPC-1 cancer cells in the presence of TRAIL; PPC-1 cells + TRAIL, ATPLite viability luminescence; cell killing (% activity), % at 4 µM; 220,000 tested, 0.41% active;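 active = cell killing above 50% in the first pass at 4 µM, then a duplicate retest at 5 µM averaging 50% or more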;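 also: plate controls were cells with TRAIL plus DMSO for no effect and medium-only wells lacking cells for full effect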
CHOP inh = CHOP inhibition in unfolded protein response | AID 2732 | 220,000 tested, 3.8% active | inhibition, % at 10 µM | CHO-K1 CHOP-promoter luciferase, tunicamycin-induced, 15-18 h;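 active = compounds that reduced the stress-induced luciferase reporter signal by more than about 70% of percent inhibition, limit read from the data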;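 also: 0% = tunicamycin plus vehicle and 100% = wells without tunicamycin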
FXIa inh = inhibitors of human coagulation factor XIa; AID 798; 220,000 tested, 0.14% active; P03951; inhibition, % at 5 µM; purified FXIa, Boc-Glu-Ala-Arg-AMC fluorogenic substrate;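 active = inhibition of at least 40%; inactive = inhibition below 40%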;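 also: fluorescence of freed AMC excited at 355 nm; 0% = enzyme without compound and 100% = no enzyme blank; many of its hits are not listed in these tables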
PGE2 EP2 inh = inhibitors of human EP2 prostaglandin E2 receptor | P43116 | 260,000 tested, 0.52% active | C6 glioma cells expressing human EP2, cAMP TR-FRET; cells stimulated with saturating PGE2 | inhibition, % at 25 µM;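 active = percent inhibition above 40 after rounding to a whole number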;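 also: rat C6 glioma host cells with rolipram phosphodiesterase inhibitor present; the protocol text gives 20 µM as final concentration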
Target sequence (P43116 whole entry, looked up): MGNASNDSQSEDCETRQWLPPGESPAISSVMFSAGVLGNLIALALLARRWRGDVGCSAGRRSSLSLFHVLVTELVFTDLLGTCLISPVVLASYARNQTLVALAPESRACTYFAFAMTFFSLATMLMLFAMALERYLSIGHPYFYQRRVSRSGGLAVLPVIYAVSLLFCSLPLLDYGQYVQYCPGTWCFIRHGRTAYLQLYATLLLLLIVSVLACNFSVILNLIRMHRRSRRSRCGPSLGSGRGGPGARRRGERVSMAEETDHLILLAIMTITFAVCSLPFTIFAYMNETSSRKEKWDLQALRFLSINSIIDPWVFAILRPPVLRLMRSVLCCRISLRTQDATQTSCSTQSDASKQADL
Wee1 degr inh = human Wee1 degradation inhibition, primary screen. P30291. HeLa Luc-Wee1K328M stability, luciferase luminescence; 100% = proteasome inhibitor MG132 effect. reporter increase, % at 5 µM. 220,000 tested, 1.2% active. AID 1321;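 active = activation above the mean of all tested compounds plus 3 SD, set per screening run, cut at about 8.8% in these data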;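 also: cells exposed to compound for 20 h before luminescence read; 0% = DMSO alone and 100% = MG132 at 30 µM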
L929 necroptosis = blocks zVAD induced death of L929 cells | L929 zVAD necroptosis rescue, ATP luminescence, 24 h; with zVAD 60 µM | viability rescue, % at 10 µM | 220,000 tested, 0.38% active | AID 1377;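 active = activation, scaled between plate controls, above about 75%, limit read from the data; inactive = activation under that limit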;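 also: 0% = zVAD with DMSO and 100% = DMSO alone without zVAD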
TNF death inh = TNF-alpha cell death inhibition in Jurkat FADD-/- cells; Jurkat FADD-/- TNF necroptosis rescue, ATP luminescence, 24 h; 0 = TNF only, 100 = no-TNF cells; activation (protection from cell death), % at 10 µM; 220,000 tested, 0.068% active; AID 463075;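 active = activation, meaning protection from cell death, of at least 50% relative to plate controls; inactive = activation below 50%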;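 also: necroptosis triggered by 40 ng/mL TNF-alpha added together with compound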
FXIIa inh 1536 = inhibitors of human coagulation factor XIIa. P00748. purified FXIIa, Boc-QGR-AMC fluorogenic substrate, 2 h. AID 800. 220,000 tested, 0.3% active. inhibition, % at 5 µM; in the data active = inhibition above about 40%;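 also: 0% = enzyme with no compound and 100% = blank without enzyme; many of its hits are not listed in these tables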
Target sequence (P00748 20-372 limits assumed): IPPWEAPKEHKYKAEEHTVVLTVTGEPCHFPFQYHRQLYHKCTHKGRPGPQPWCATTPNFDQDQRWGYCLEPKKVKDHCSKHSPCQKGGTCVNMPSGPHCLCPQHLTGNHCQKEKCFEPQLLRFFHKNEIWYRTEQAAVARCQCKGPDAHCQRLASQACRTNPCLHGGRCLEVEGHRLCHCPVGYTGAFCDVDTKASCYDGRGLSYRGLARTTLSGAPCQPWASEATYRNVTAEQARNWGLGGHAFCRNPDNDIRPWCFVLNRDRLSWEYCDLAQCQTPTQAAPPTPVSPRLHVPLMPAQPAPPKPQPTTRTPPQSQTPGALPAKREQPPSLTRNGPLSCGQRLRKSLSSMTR
Target sequence (P00748 373-615 limits assumed): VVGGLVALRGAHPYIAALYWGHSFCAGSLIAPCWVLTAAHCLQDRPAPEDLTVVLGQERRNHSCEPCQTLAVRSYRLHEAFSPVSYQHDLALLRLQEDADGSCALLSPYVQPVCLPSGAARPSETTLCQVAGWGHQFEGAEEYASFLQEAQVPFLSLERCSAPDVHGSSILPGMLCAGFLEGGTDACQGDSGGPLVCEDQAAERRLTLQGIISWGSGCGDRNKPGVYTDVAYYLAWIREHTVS
Tb hexokinase = T. brucei hexokinase 1 inhibition; recombinant TbHK1, G6PDH-coupled NADH A340; inhibition, % at 10 µM; 220,000 tested, 0.11% active; AID 1430;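 active = inhibition of 50% or more in the single-dose primary screen; inactive = inhibition below 50%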
The depositor's hits bear a star; · = no result given. Some of the compounds tested (hit frequency here may not be typical).

SMILES	PPC-1+TRAIL kill	FXIIa inh 1536	L929 necroptosis	PGE2 EP2 inh	Tb hexokinase	FXIa inh	TNF death inh	CHOP inh	Wee1 degr inh
COc1cccc(OC)c1C(=O)NC(=O)Nc1c(F)cc(F)cc1F	15	6	0.5	6	-7	1	1.7	-15	1
O=C(O)c1cc(-c2ccc(O)cc2)on1	3	12	3.3	6	-12	0	0.4	2	0
COc1ccc(C2C(C(N)=O)=C(C)Nc3nc(-c4ccccc4Cl)nn32)c(OC)c1 (stereo unspecified)	-1	3	1.1	6	0	-4	1.4	-9	-1
COc1cc(OC)c(C2=NOC(C(=O)NCc3ccc4c(c3)OCO4)C2)cc1Cl (stereo unspecified)	-24	25	20	13	-4	9	-5.5	27	1
C=CCn1c(C)cc(/C([O-])=C(/C(=S)Nc2ccc(OC(F)F)cc2)[n+]2ccc(N(C)C)cc2)c1C	-7	20	-0.4	6	-17	1	-3.8	-20	6
CCOC(=O)c1cc(-c2nnc(-c3ccc(Cl)cc3)o2)c(C)nc1C	-2	13	0.3	5	-1	1	0.4	9	1
C=C(C)[C@@H]1CC=C(C(=O)O)CC1	-5	10	0.2	18	4	4	2.1	16	·
O=C(COC(=O)[C@H](Cc1c[nH]c2ccccc12)NC(=O)c1ccc(Cl)cc1)Nc1ccc2c(c1)OCO2	14	0	-0.6	14	5	14	-0.8	82*	-2
CCOC(=O)/C=C(\C)N1N=C(c2ccccc2)CC1c1ccccc1 (stereo unspecified)	20	10	6.7	7	2	-1	-0.6	12	-1
Clc1ccc(CNCCC2=CCCCC2)cc1	14	-2	0.4	4	9	0	2.0	36	2
COc1ccc(C2C(C(=O)c3sc(C)nc3C)=C(O)C(=O)N2CCN(C)C)cc1OC (stereo unspecified)	-6	-1	0.1	4	-22	-24	-0.3	8	3
CC1CN(C(=O)c2cccc(COc3ccc(Br)cc3)c2)CC(C)O1 (stereo unspecified)	12	0	-0.3	2	-9	-1	1.8	32	7
CCC(=O)NC(=S)Nc1ccc(NC(=S)NC(=O)c2ccccc2)cc1	·	4	0.2	6	-13	-4	-4.8	58	-1
O=C(COC(=O)c1ccncc1)c1ccc(Cl)c(Cl)c1	·	9	3.4	8	-3	-2	-0.7	-1	-4
O=C(c1cnc2n(c1=O)CCS2)N1CCc2ccccc21	17	-2	-0.1	10	-8	-6	-1.2	32	1
Cc1cc(C)c(C(=O)O)c(CC(C)(C)C(=O)O)c1	0	3	0.3	9	-6	3	1.0	5	1
C=CCn1c(SCc2ccc([N+](=O)[O-])cc2)nnc1C(C)NC(=O)c1ccccc1 (stereo unspecified)	8	23	-0.2	8	-1	13	-2.6	11	-1
COc1cc(C2Nc3ccccc3C(=O)N2c2ccccc2OC)ccc1O (stereo unspecified)	14	15	-0.2	8	-12	10	1.4	-9	0
COCCNCCCOc1ccc(C)cc1Br	7	5	1.6	11	-10	-5	1.8	18	-2
O=S(=O)(NCC1CCCO1)c1ccc(Oc2ccccc2)cc1 (stereo unspecified)	-17	-4	0.1	6	2	-3	-1.5	35	0

SMILES	PPC-1+TRAIL kill	FXIIa inh 1536	L929 necroptosis	PGE2 EP2 inh	Tb hexokinase	FXIa inh	TNF death inh	CHOP inh	Wee1 degr inh
Cc1ccc(S(=O)(=O)N/N=C/c2ccc(OC3CSC3)cc2)cc1	-3	2	-0.1	16	-3	-7	-0.5	54	8
CCn1nc(C)c(/C=N/NC(=O)c2nc3nc(C)cc(C)n3n2)c1C	0	4	-0.4	11	-24	2	1.4	19	-2
O=C(NCCc1ccccc1)C1CCCN(S(=O)(=O)c2cnc[nH]2)C1 (stereo unspecified)	21	0	0.8	13	0	-16	1.7	-14	-2
COCCCNc1oc(COc2ccc(Cl)cc2Cl)nc1C#N	-26	3	-0.3	17	31	0	-2.6	4	3
Cn1c2c(c(=O)n(C)c1=O)C(c1cccc([N+](=O)[O-])c1)Nc1ccccc1O2 (stereo unspecified)	17	14	0.1	6	-7	-15	-1.5	28	-3
S=C(NCc1cccs1)Nc1ccccc1Cl	20	2	-0.5	6	1	4	-9.4	-13	-1
Cc1sc(NC(=O)c2cccc([N+](=O)[O-])c2)c(C(N)=O)c1-c1ccc(C(C)(C)C)cc1	20	17	0.2	20	-18	3	-2.5	107*	0
COc1ccc(N(C(=O)CS(=O)CC(=O)Nc2ccc(F)cc2)C(C(=O)NC2CCCCC2)c2cccs2)cc1 (stereo unspecified)	-5	6	·	3	-2	-1	-2.8	56	5
CCN(CC)S(=O)(=O)c1cc(C(=O)NC2CCCCC2)ccc1C	28	15	28	10	4	1	4.8	-18	5
CC(C)(NO)/C(=N\O)c1ccc(Cl)cc1	-2	10	0.8	-9	8	1	0.7	29	0
Cc1cc(C)c(C)c(S(=O)(=O)N2CCN(C(=O)c3cc(=O)[nH]c4ccccc34)CC2)c1C	2	12	1.8	8	-6	-2	-5.9	-8	-4
Cc1cc(C)c(C)c(N=Nc2nc3ccccc3n2C)c1C	5	13	-0.1	9	-11	7	-3.9	52	1
CC1CCCC(NC(=O)CSc2ncccc2C(=O)O)C1C (stereo unspecified)	3	8	0.6	12	-9	1	-0.3	23	-4
Cc1cc(C)cc(N(CC(=O)NCC2CCCO2)S(=O)(=O)c2c(C)noc2C)c1 (stereo unspecified)	20	0	0.0	7	4	-10	-0.4	23	1
O=C(O)c1ccccc1C(=O)NCC(O)COc1ccc(Cl)cc1 (stereo unspecified)	4	-1	-0.3	8	-15	-2	1.9	-11	-3
CCOC(=O)C1=C(c2ccccc2)N(C)C(=O)NC1c1ccc(OC(F)F)c(OC)c1 (stereo unspecified)	-8	4	0.3	17	0	-5	1.1	7	6
CSc1ncc(F)c(N(CCO)CCO)n1	23	7	0.4	5	32	3	0.9	3	-1
c1cc(CN2CCN(C3CCCCCC3)CC2)ccn1	-6	6	-0.6	1	4	-1	-0.8	-1	3
O=C(c1noc2c1CCCC2)N1CCCCC1	-10	8	1.5	9	-3	0	1.5	19	1
NC(=O)C1=C[C@@H](c2ccc(C(F)(F)F)cc2)C[C@@H](OCc2ccc(CO)cc2)O1	-2	9	0.9	13	-11	-2	0.3	8	-2

Taken from above:
`CSc1ncc(F)c(N(CCO)CCO)n1` in TNF death inh is listed with 0.9
`Cn1c2c(c(=O)n(C)c1=O)C(c1cccc([N+](=O)[O-])c1)Nc1ccccc1O2` (stereo unspecified) in FXIIa inh 1536 is listed with 14

Other records follow.
SMILES	PPC-1+TRAIL kill	FXIIa inh 1536	L929 necroptosis	PGE2 EP2 inh	Tb hexokinase	FXIa inh	TNF death inh	CHOP inh	Wee1 degr inh
Cc1ccc(C(=O)N/C(=C\c2ccccc2)C(=O)NCC2CCCO2)cc1 (stereo unspecified)	21	8	0.8	11	2	7	-0.2	-15	1
CCOC(=O)c1c(N)sc2c1CCS(=O)(=O)C2	5	-3	1.4	10	-7	-2	1.1	2	1
Cn1cnnc1Sc1ccc(/C=C(\CCC(=O)O)c2nc3ccccc3s2)cc1[N+](=O)[O-]	13	1	2.2	7	-7	-3	1.2	1	2
O=C(O)CCCC(=O)Nc1cccc2cccnc12	-6	25	0.0	9	-4	20	-2.5	-6	1
O=C1NN(c2ccccc2)C(=O)/C1=C\c1cccn1-c1ccc(Cl)c([N+](=O)[O-])c1	-5	-6	-0.1	17	-6	-6	-0.6	5	0
Nn1c(Cc2ccccc2F)nnc1SCC(=O)N1CC(=O)Nc2ccccc21	-2	-3	-0.1	6	4	-5	0.7	-12	-2
O=C(NCc1cccnc1)c1cccc2c1C(=O)N(Cc1cccnc1)C2	18	-15	-0.2	7	-5	-4	-0.3	12	-3
CC(C)c1ccccc1-n1c(-c2cccnc2)n[nH]c1=S	7	6	0.1	2	-1	1	-0.6	-1	4
CC(C)Cc1nc2sc3c(=O)[nH]cnc3c2c2c1CCC2	12	3	-0.5	5	-7	-2	-1.0	-1	2
Cc1ccc2[nH]c3c(c2c1)CCCC3=O	-8	12	0.4	8	-9	2	-1.2	16	-2
COc1ccc(C2CC(=O)C3=C(C2)Nc2ncnn2C3c2ccccc2C)cc1 (stereo unspecified)	-17	-3	-0.3	17	2	-8	-3.7	8	3
CCOC(=O)C1=C(CSc2nc(C)cc(C)c2C#N)OC(N)=C(C#N)C1c1ccccc1 (stereo unspecified)	18	-2	0.0	4	-5	-5	-1.0	41	1
Cc1nc2cc(N3CCOCC3)c(NC(=O)C3CC3)cc2c(=O)n1Cc1ccccc1	13	·	-0.1	11	-12	·	-4.1	·	-4
Cc1ccc(C(C(=O)NC2CCCCC2)N2CCN(C(=O)c3ccco3)CC2)cc1 (stereo unspecified)	25	4	0.0	7	3	15	0.0	-2	-2
COC(=O)CN(c1ccc(OC)c(OC)c1)S(C)(=O)=O	-1	-9	-0.5	8	2	3	-0.7	56	-1
COc1ccc(C2C3C(C)=NN=C3CC(C)(O)C2C(C)=O)cc1 (stereo unspecified)	6	7	-0.4	4	-1	-7	1.1	15	-1
COc1ccc(NC(=O)CO/N=C(\C)c2cccs2)cc1	29	10	1.5	7	-2	1	0.1	12	2
COc1cccc(NC(=O)CSc2nc3ccccc3cc2Cc2ccccc2)c1	2	5	0.7	7	-1	1	-0.5	15	-2
Cc1onc(C(=O)N2CCOCC2)c1[N+](=O)[O-]	7	9	-0.2	5	-10	-1	0.1	-9	7
CCCCn1c(CCC(=O)O)nc2cc(S(=O)(=O)N(CC)CC)ccc21	22	8	0.0	2	-11	-9	1.4	0	0

SMILES	PPC-1+TRAIL kill	FXIIa inh 1536	L929 necroptosis	PGE2 EP2 inh	Tb hexokinase	FXIa inh	TNF death inh	CHOP inh	Wee1 degr inh
CCOc1ccc(Oc2ccc(-c3nnc(-c4ccccc4)o3)cc2[N+](=O)[O-])cc1	29	32	1.1	·	-12	26	0.6	-2	-1
O=C(Nc1ccccc1Cl)c1cc(S(=O)(=O)N2CCCC(C(=O)O)C2)ccc1F (stereo unspecified)	18	10	1.2	3	11	7	1.0	8	1
FC(F)(F)c1cccc(CON=C2CCN(c3ncc(C(F)(F)F)cc3Cl)CC2)c1	-8	4	0.5	7	6	-6	-3.0	19	-2
O=C(Cn1nnc(-c2ccccc2F)n1)OCC(=O)c1ccccc1	12	28	-0.9	4	-1	14	-1.2	24	8
COC(=O)c1[nH]c2ccc(Br)cc2c1NC(=O)C(C)N1CCN(C2CCCCC2)CC1 (stereo unspecified)	13	7	0.0	22	-1	-18	-19	-44	-3
Cc1ccc(NC(=O)COC(=O)C2CCC(=O)N2)c([N+](=O)[O-])c1 (stereo unspecified)	-7	3	-0.1	9	0	15	0.2	9	-3
O=C(CCCCCN1C(=O)c2ccccc2C1=O)Nc1nccs1	2	12	0.7	10	10	-6	-0.6	-23	0
CCOC(=O)Nc1c2ccccc2nc2ccccc12	17	-4	1.8	17	-15	-5	-3.8	5	-2
COCCN(C(=O)CSc1nc2ccccc2c(=O)n1CC(C)C)c1c(N)n(Cc2ccccc2)c(=O)[nH]c1=O	-21	-4	-0.1	7	-2	-1	0.6	11	1
Cc1ccc(-n2c(=O)c3ccccc3n(CC(=O)NCc3ccco3)c2=O)cc1	14	11	-0.1	3	1	-1	-0.9	-3	2
CCOc1ccc(CC(=O)Nc2ccc(S(=O)(=O)Nc3cc(C)on3)cc2)cc1OCC	23	19	1.9	·	-3	5	-0.3	16	-1
CN(C)c1ccc(C(CNS(=O)(=O)c2ccc(F)c(F)c2)c2c[nH]c3ccccc23)cc1 (stereo unspecified)	21	13	3.0	18	6	3	1.9	110*	11*
